M1 antag: blocks human M1 muscarinic receptor; inhibition, % at 3 µM; P11229; CHO-K1 hM1, Fluo-8 calcium fluorescence, ACh EC80 antagonist; AID 588852; hit rate 1.3% among 360,000;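 active means percent inhibition above its own plate's cutoff, namely the mean of that plate's compound wells plus 3 SD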;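 further: peak over basal fluorescence ratio during 140 s after agonist addition; 0% = ACh EC80 plus DMSO and 100% = DMSO alone without agonist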
Target sequence (P11229 whole entry, looked up): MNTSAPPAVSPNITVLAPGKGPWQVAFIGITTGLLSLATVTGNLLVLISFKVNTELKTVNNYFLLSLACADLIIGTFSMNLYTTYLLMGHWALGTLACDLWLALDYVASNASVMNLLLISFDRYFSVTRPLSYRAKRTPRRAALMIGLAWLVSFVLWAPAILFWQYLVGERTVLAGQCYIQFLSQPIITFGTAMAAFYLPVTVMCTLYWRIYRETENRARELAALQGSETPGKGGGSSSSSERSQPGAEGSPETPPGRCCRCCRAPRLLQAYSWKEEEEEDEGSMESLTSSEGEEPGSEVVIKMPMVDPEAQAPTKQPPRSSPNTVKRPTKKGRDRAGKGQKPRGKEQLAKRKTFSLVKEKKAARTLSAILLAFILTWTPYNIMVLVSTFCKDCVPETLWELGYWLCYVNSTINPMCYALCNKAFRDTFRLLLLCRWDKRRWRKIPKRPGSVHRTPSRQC
CHRM1 agonist: human M1 muscarinic receptor agonism; activation, % at 3 µM; hit rate 0.33% among 360,000; CHO-K1 hM1, Fluo-8 calcium fluorescence, agonist mode; 0% DMSO, 100% acetylcholine EC100;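 active means activation above the run's mean compound activation plus 3 SD, cut at about 16% in these data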;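 further: peak over basal fluorescence ratio within a 140 s kinetic read after compound addition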
CHRM4 antagonist: CHRM4 antagonism in calcium assay. CHO-hM4 cells, ACh EC80, Fluo-8 calcium fluorescence. AID 624125. P08173. hit rate 0.73% among 360,000. inhibition, % at 3 µM;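 active means inhibition above its plate's cutoff, the mean inhibition of sample wells plus 3 SD, cut at about 27% in these data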;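 further: 0% = acetylcholine EC80 with DMSO and 100% = DMSO without agonist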
Target sequence (P08173 whole entry, looked up): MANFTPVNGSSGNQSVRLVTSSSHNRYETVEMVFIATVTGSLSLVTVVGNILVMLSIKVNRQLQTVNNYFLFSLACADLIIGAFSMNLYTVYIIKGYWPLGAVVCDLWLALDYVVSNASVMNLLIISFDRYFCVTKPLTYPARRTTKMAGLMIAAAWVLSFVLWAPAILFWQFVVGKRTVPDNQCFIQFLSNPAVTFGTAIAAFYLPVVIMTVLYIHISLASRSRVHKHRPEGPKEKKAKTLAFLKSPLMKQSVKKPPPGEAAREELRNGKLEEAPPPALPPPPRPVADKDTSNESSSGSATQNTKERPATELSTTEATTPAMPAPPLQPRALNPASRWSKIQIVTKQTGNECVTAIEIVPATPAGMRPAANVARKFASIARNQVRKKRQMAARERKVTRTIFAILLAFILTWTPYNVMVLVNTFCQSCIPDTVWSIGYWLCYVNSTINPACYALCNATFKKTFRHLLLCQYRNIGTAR
M5 ag: CHRM5 agonism in calcium assay; P08912; CHO-K1 hM5 cells, Fluo-8 calcium fluorescence; 0% DMSO wells, 100% maximal acetylcholine response; activation, % at 3 µM; hit rate 0.19% among 360,000;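 active means activation above the run's mean over test compounds plus 3 SD, cut at about 23% in these data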;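 further: signal is peak over basal fluorescence ratio across the kinetic read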
CHRM1 PAM: potentiates human M1 receptor response to acetylcholine; CHO-K1 hM1, Fluo-8 calcium fluorescence, ACh EC20; 0% = ACh EC20, 100% = maximal ACh; activation, % at 3 µM; hit rate 0.088% among 360,000; AID 588819; in the data active means activation above about 19%, passing the limit was not always enough
CHRM5 antagonist: CHRM5 antagonism in calcium assay. CHO-hM5 cells, Fluo-8 calcium fluorescence, ACh EC80. P08912. inhibition, % at 3 µM. hit rate 0.59% among 360,000;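 active means inhibition above a per-plate cutoff, the mean of that plate's test compounds plus 3 SD, cut at about 27% in these data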;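 further: 0% = acetylcholine EC80 with DMSO and 100% = DMSO without agonist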
M5 PAM: potentiates acetylcholine response at human M5 receptor. activation, % at 3 µM. P08912. CHO-K1 hM5, Fluo-8 calcium, ACh EC20 PAM; 0% = ACh EC20, 100% = ACh EC100. hit rate 0.3% among 360,000;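 active means activation above the run cutoff, the mean activation of all test compounds plus 3 SD, cut at about 18% in these data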
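Test system: CHO-K1 hM5 cells / Doses: single-point, 3 µM nominal / Times: Post-acetylcholine fluorescence recording 140 s / Technique: Fluo-8 calcium fluorescence / Measure: Max/basal fluorescence ratio as % of EC20–EC100 ACh window / Benchmarks: low control EC20 acetylcholine (0%), high control EC100 acetylcholine (100%) / Replicates: one well per compound, no replicates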
TAAR1 agonist: agonists of human TAAR1. Q96RJ0. CHO RD-HGA16 TAAR1, Fluo-8 calcium fluorescence; vehicle wells 0%, saturating PEA agonist 100%. activation, % at 3 µM. hit rate 0.99% among 360,000. AID 624467;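 active means activation above the mean activation of all test compounds in the run plus 3 SD, cut at about 38% in these data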
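test system = CHO RD-HGA16 cells carrying human TAAR1 plus Gα16 | schedule = 17-24 h seeding, 75 min 37 °C dye, 30 min RT | compound dosing = 3 µM single concentration | control set = DMSO and PEA EC100 | replicates = n 1 | signal = Fluo-8 fluorescence, 5 s baseline then 140 s kinetic read | measure = percent activation vs PEA EC100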
CHRM4 agonist: CHRM4 agonism in calcium assay. P08173. CHO-K1 hM4/Gqi5, Fluo-8 calcium fluorescence; vehicle 0%, full acetylcholine response 100%. activation, % at 3 µM. hit rate 0.14% among 360,000;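 active means activation above the run mean over all test wells plus 3 SD, cut at about 32% in these data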;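 further: peak over basal fluorescence ratio per well then scaled between controls; 0% = DMSO wells and 100% = acetylcholine at EC100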
* marks the source's active call; other numbers are inactive results; x = not tested or not shown. Only part of the results is shown; rates above refer to the full screens.

Screens by letter – A = M1 antag; B = CHRM1 agonist; C = CHRM4 antagonist; D = M5 ag; E = CHRM1 PAM; F = CHRM5 antagonist; G = M5 PAM; H = TAAR1 agonist; I = CHRM4 agonist
1) O=C(C=Cc1ccccc1)c1cc(Br)ccc1O
  A: -18; B: -2; C: -11; D: 0; E: 7; F: 9; G: 5; H: 2; I: -2

2) COc1ccc(N=CC2=C(O)CC(C)(C)CC2=O)cc1OC
  A: -6; B: -3; C: -1; D: 2; E: 2; F: -7; G: 10; H: 2; I: 0

3) CCCOC(=O)/C(C(N)=NCc1ccccc1)=C(\O)OCCC
  A: 1; B: -2; C: 2; D: -2; E: 4; F: 2; G: -5; H: 25; I: -2

4) CSCC(=O)NC1CCCc2c1cnn2-c1cc(F)cc(F)c1 (stereo unspecified)
  A: -10; B: -4; C: 2; D: 1; E: 10; F: 8; G: -6; H: 1; I: 1

5) COc1ccc(CCNC(=O)COc2ccc(-c3ccc(C#N)cc3)cc2)cc1
  A: 0; B: -3; C: 2; D: -2; E: 1; F: 12; G: -6; H: 8; I: 3

6) COc1cccc(C2=CC(=O)CC(C)(C)C2)c1OC
  A: 2; B: -9; C: -3; D: -1; E: 4; F: 0; G: 8; H: 3; I: 0

7) C#CCNc1c2c(nc3nnnn13)CCCC2
  A: -17; B: -5; C: 0; D: -2; E: 12; F: -1; G: 5; H: 3; I: 2

8) C=CCc1ccc(OCCOCCOc2cccc3cccnc23)c(OC)c1
  A: -3; B: -9; C: 8; D: -1; E: 3; F: 9; G: 2; H: 11; I: 2

9) COc1ccc(-n2c(=O)[nH]cc(C(=O)Nc3ccc(NC(C)=O)cc3)c2=O)cc1
  A: 16; B: -4; C: -16; D: -2; E: -10; F: -8; G: -2; H: 6; I: 2

10) COc1ccc(C2C=C(c3ccc(C)c(C)c3)Nc3ncnn32)c(OC)c1OC (stereo unspecified)
  A: -14; B: -4; C: -10; D: -3; E: 6; F: 0; G: -6; H: -3; I: 0

11) CCc1cc2ccc(C)cc2nc1SCC(=O)Nc1c[nH]c(=O)[nH]c1=O
  A: -8; B: 3; C: -6; D: 4; E: 14; F: 2; G: 13; H: 1; I: 0

12) COc1cc(/C=N/NC(=O)C(Cc2c[nH]c3ccccc23)NC(=O)OCC(C)C)cc([N+](=O)[O-])c1O (stereo unspecified)
  A: 2; B: -1; C: 0; D: 2; E: 3; F: 17; G: -14; H: 1; I: 10

13) Cc1ccc(CNC(=O)C2CC(c3ccccc3[N+](=O)[O-])=NO2)cc1 (stereo unspecified)
  A: -10; B: -1; C: -10; D: 3; E: 3; F: 5; G: 1; H: 12; I: 3

14) Cc1ccc(C)c(N2CCN(C(=O)C3CCN(S(=O)(=O)c4c(C)noc4C)CC3)CC2)c1
  A: 7; B: 4; C: 1; D: 6; E: -12; F: 15; G: -12; H: 2; I: 10

15) Cc1ccc(NCC(=O)N/N=C/c2ccc(OC(=O)c3ccco3)cc2)cc1
  A: 0; B: -3; C: 15; D: 2; E: 4; F: 10; G: -5; H: -1; I: 1

16) COc1cc(-c2nc(-c3ccccc3)c(-c3cccs3)[nH]2)cc(OC)c1O
  A: -1; B: -7; C: 1; D: -2; E: 7; F: 9; G: -4; H: 7; I: -1

17) O=C(Cc1ccccc1)NCCSCc1ccco1
  A: -31; B: -2; C: 6; D: 0; E: 7; F: -3; G: 4; H: 3; I: 3

18) Cc1cccc(N2CC3=C(C2=O)C(c2ccccc2)NC(=O)N3C)c1 (stereo unspecified)
  A: -15; B: -3; C: -12; D: -3; E: 8; F: -6; G: -2; H: 7; I: 1

19) CCCc1ccc(-c2csc(NC(=O)Cc3cccs3)n2)cc1
  A: -1; B: -5; C: 10; D: -5; E: -3; F: 1; G: -10; H: -2; I: -1

20) FC(F)Oc1ccc(NC(=S)NCc2ccccc2)cc1Cl
  A: 24; B: 2; C: 12; D: 4; E: -13; F: 33*; G: -16; H: 6; I: 13

21) O=C1CSCC(=O)N1c1ccccc1
  A: -24; B: -2; C: -7; D: -1; E: 14; F: -3; G: 0; H: 2; I: 1

22) CCN(CC)C(=O)c1sc2nc(-c3ccncc3)[nH]c(=O)c2c1C
  A: -10; B: -2; C: -12; D: -2; E: 11; F: 2; G: -3; H: -2; I: 1

23) Cc1cc(NC(=O)CSCC(=O)Nc2nc3c(C)cccc3s2)no1
  A: -6; B: -3; C: -10; D: 1; E: -2; F: 6; G: 1; H: 2; I: 2

24) CC(C)NC(=O)N1CC(c2ccccc2)C(c2ccc(Cl)cc2)=N1 (stereo unspecified)
  A: 35*; B: -10; C: 16; D: -1; E: -23; F: 4; G: -1; H: 16; I: 0

25) CCOC(=O)C1(C)CCCN(C(=O)C(c2ccccc2)c2ccccc2)C1 (stereo unspecified)
  A: -21; B: -5; C: -18; D: -1; E: 14; F: -4; G: 7; H: 1; I: 1

In the list so far, these have a furan ring, fused or not:
Screens by letter – A = M1 antag; B = CHRM1 agonist; C = CHRM4 antagonist; D = M5 ag; E = CHRM1 PAM; F = CHRM5 antagonist; G = M5 PAM; H = TAAR1 agonist; I = CHRM4 agonist
15) Cc1ccc(NCC(=O)N/N=C/c2ccc(OC(=O)c3ccco3)cc2)cc1
  A: 0; B: -3; C: 15; D: 2; E: 4; F: 10; G: -5; H: -1; I: 1

17) O=C(Cc1ccccc1)NCCSCc1ccco1
  A: -31; B: -2; C: 6; D: 0; E: 7; F: -3; G: 4; H: 3; I: 3

Shown as a hit in M1 antag (from the list above):
| No. | smiles | M1 antag | CHRM1 agonist | CHRM4 antagonist | M5 ag | CHRM1 PAM | CHRM5 antagonist | M5 PAM | CHRM4 agonist |
| --- | --- | --- | --- | --- | --- | --- | --- | --- | --- |
| 24 | CC(C)NC(=O)N1CC(c2ccccc2)C(c2ccc(Cl)cc2)=N1 (stereo unspecified) | 35* | -10 | 16 | -1 | -23 | 4 | -1 | 0 |

Continuation:
Screens by letter – A = M1 antag; B = CHRM1 agonist; C = CHRM4 antagonist; D = M5 ag; E = CHRM1 PAM; F = CHRM5 antagonist; G = M5 PAM; H = TAAR1 agonist; I = CHRM4 agonist
26) O=C1CSC(c2ccncc2)N1Cc1ccco1 (stereo unspecified)
  A: 5; B: -4; C: 10; D: -3; E: -3; F: -2; G: -3; H: 0; I: 1

27) Clc1ccccc1/C=N/Nc1cc(N2CCOCC2)ncn1
  A: -18; B: -1; C: -11; D: 1; E: 4; F: -22; G: 6; H: 5; I: 1

28) Cc1ccc2c(c1)C(c1ccccc1)N(C(=O)c1ccc(S(=O)(=O)N3CCOCC3)cc1)CC(=O)N2 (stereo unspecified)
  A: -8; B: -12; C: -5; D: -4; E: 2; F: -5; G: 2; H: 1; I: 3

29) O=c1[nH]cc(S(=O)(=O)N2CCOCC2)c(=O)[nH]1
  A: -12; B: -2; C: -21; D: -1; E: 10; F: 0; G: -2; H: 3; I: 2

30) C=CCN1C=C2C(=O)C(C)(OC(=O)CCC(=O)OC)C(=O)C(Br)=C2C=C1c1ccc(OC)cc1 (stereo unspecified)
  A: 0; B: -7; C: 5; D: 1; E: 3; F: 11; G: -6; H: x; I: 3

31) O=C(COc1ccccc1)Nc1ccccc1N1CCN(c2ccccc2)CC1
  A: -3; B: -3; C: 3; D: 3; E: 3; F: 1; G: -7; H: 5; I: 3

32) O=C(O)C1Cc2ccccc2CN1S(=O)(=O)c1ccccc1 (stereo unspecified)
  A: -6; B: -2; C: -5; D: -4; E: 5; F: -2; G: 8; H: 5; I: 1

33) O=C(Nc1nccs1)c1cccc(S(=O)(=O)N2CCCC2)c1
  A: -12; B: -2; C: -5; D: -3; E: 5; F: 8; G: -3; H: 3; I: 3

34) O=C(COc1cc2oc(=O)cc(-c3ccccc3)c2cc1Cl)NCC1CCC(C(=O)O)CC1 (stereo unspecified)
  A: -11; B: 1; C: -2; D: 4; E: 4; F: 0; G: -2; H: 6; I: 2

35) O=C(O)CNS(=O)(=O)Cc1ccccc1
  A: -8; B: 5; C: -6; D: -3; E: 5; F: 7; G: 2; H: 7; I: 1

36) COc1cc(C)c(C)cc1S(=O)(=O)N1CCCc2ccccc21
  A: -16; B: -3; C: 6; D: -5; E: 12; F: 1; G: 1; H: 10; I: 0

37) CC1(C2CC2)NC(=O)N(CC(=O)N2CCN(c3ccccc3Cl)CC2)C1=O (stereo unspecified)
  A: 1; B: -1; C: 9; D: 3; E: 0; F: 4; G: -2; H: 2; I: 2

38) COc1ccccc1NC(=O)C(Cc1ccc(Cl)cc1)c1nn[nH]n1 (stereo unspecified)
  A: -6; B: -4; C: -1; D: -2; E: 5; F: -4; G: 5; H: 8; I: 2

39) CCN(CC)S(=O)(=O)c1ccc(C(=O)OCC(=O)c2ccc3c(c2)NC(=O)CO3)cc1
  A: -6; B: -2; C: -1; D: 2; E: 5; F: -1; G: 0; H: 9; I: 4

40) CC(C)[C@H](NC(=O)N1CC(=O)Nc2ccccc21)C(=O)Nc1nccs1
  A: -8; B: 0; C: -1; D: -3; E: 9; F: -9; G: -1; H: 3; I: 1

41) Cn1cnnc1SCc1ccc(C(=O)N/N=C(\CCC(=O)O)c2ccc(C(C)(C)C)cc2)cc1
  A: 2; B: -6; C: 6; D: -1; E: 5; F: -2; G: -2; H: 1; I: 1

42) c1ccc(Cc2nc(-c3ccccn3)no2)cc1
  A: 7; B: -4; C: -9; D: -3; E: 0; F: 10; G: 0; H: 6; I: 0

43) COc1cccc(NC(=O)CN(C)C(=O)Cn2[nH]c(=O)c3ccccc3c2=O)c1
  A: -20; B: -4; C: -12; D: 5; E: 11; F: 1; G: -2; H: 0; I: 1

44) CC1CCCN(C(=O)c2cc3ccccc3cc2O)C1 (stereo unspecified)
  A: -9; B: -2; C: 2; D: -3; E: 9; F: 13; G: -3; H: 0; I: 1

45) Cc1ccc(C2SCC(=O)N2Cc2ccccc2)cc1 (stereo unspecified)
  A: -8; B: -8; C: -1; D: -9; E: 9; F: 9; G: -8; H: -1; I: -1

46) C=CCOc1c(CCC)cc(CCC)cc1C(N)=O
  A: -7; B: -5; C: 4; D: -7; E: 4; F: 4; G: 2; H: 4; I: -2

47) C[C@H](CO)N1C[C@H](C)[C@@H](CN(C)C(=O)Nc2ccc(C(F)(F)F)cc2)Oc2ccc(NC(=O)CCC(F)(F)F)cc2C1=O
  A: -6; B: -5; C: 4; D: 1; E: 4; F: 12; G: -1; H: 4; I: 2

48) CC(=O)c1cccc(-c2ccc3c(=O)[nH]c(Nc4ccccc4)cc3c2)c1
  A: 5; B: -4; C: 11; D: 4; E: 0; F: 8; G: 1; H: 1; I: 4

49) Cc1nc(N2CCCC2)c2ccsc2n1
  A: -10; B: -1; C: 0; D: 3; E: 13; F: -4; G: 4; H: 14; I: 1

Screening data from PubChem BioAssay.
